Screens from PubChem BioAssay.
GDH-TPI counter: counter-screen for M. tuberculosis FBA inhibitors: GDH-TPI coupled enzymes; GDH-TPI coupled enzyme counterscreen, NADH absorbance; inhibition, % at 4.8 µM; actives 1.2% (n = 360,000); AID 588335; in the data active = inhibition above about 30%;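 also: 0% = DMSO wells and 100% = wells lacking the enzyme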
Anthrax LF inh2: anthrax lethal factor protease inhibition. P15917. multiplex microsphere protease cleavage assay, LF. inhibition, % at 10 µM. actives 0.12% (n = 360,000). AID 588501; also: plate controls were buffer without enzyme for full effect and enzyme alone for no effect
UGM FP inh: Mtb UDP-galactopyranose mutase inhibition; purified UGM, fluorescence polarization probe displacement; inhibition, % at 10 µM; actives 0.06% (n = 320,000); AID 504406; in the data active = inhibition above about 10%, passing the limit was not always enough; inconclusive = no clear call, values can overlap the other calls
Target sequence (P9WIQ1 whole entry, looked up): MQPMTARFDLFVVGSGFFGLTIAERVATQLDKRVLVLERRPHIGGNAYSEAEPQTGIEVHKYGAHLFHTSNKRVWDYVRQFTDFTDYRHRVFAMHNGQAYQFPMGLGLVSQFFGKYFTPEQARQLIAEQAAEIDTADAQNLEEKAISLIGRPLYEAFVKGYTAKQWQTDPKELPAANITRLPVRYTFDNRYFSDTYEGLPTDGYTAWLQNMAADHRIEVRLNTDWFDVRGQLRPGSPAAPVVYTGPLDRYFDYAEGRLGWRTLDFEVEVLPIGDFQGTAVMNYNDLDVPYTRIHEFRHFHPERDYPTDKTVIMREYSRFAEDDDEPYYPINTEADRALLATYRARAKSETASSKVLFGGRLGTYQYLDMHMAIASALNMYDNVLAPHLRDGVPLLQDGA
FadD28 FP inh: M. tuberculosis FadD28 bisubstrate binding inhibition | inhibition, % at 12.5 µM | actives 0.22% (n = 360,000) | AID 588549 | FadD28 bisubstrate probe binding, fluorescence polarization; in the data active = inhibition above about 8.5%, passing the limit was not always enough; inconclusive = no clear call, values can overlap the other calls
BioA inh: BioA (M. tuberculosis) enzyme inhibition. purified M. tuberculosis BioA enzyme, plate reader. inhibition, % at 9.99 µM. actives 0.096% (n = 360,000). AID 602481; in the data active = inhibition above about 40%; inconclusive = no clear call, values can overlap the other calls
FBA Mtb inh: inhibitors of M. tuberculosis fructose-bisphosphate aldolase; P9WQA3; actives 2.3% (n = 360,000); purified M. tuberculosis FBA, fluorescence read-out; inhibition, % at 1 µM; AID 588726; in the data active = inhibition above about 27%;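 also: 0% = vehicle and 100% = reference inhibitor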
Target sequence (P9WQA3 whole entry, looked up): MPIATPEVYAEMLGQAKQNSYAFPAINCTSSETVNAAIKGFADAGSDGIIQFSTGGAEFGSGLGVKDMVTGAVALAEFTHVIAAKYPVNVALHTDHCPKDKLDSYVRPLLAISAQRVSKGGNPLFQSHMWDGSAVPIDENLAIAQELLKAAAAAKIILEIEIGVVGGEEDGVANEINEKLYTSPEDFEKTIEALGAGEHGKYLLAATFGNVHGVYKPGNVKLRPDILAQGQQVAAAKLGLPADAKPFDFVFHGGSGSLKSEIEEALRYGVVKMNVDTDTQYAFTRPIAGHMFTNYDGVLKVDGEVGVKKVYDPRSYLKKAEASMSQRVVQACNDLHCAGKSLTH
BoNT F protease: BoNT F light chain protease inhibition | Multiplex microsphere protease cleavage assay, flow cytometry | inhibition, % at 10 µM | actives 0.22% (n = 360,000); in the data active = inhibition above about 35%, passing the limit was not always enough; inconclusive = no clear call, values can overlap the other calls; also: plate controls were buffer without enzyme for full effect and enzyme alone for no effect
PfHsp40 yeast: restores yeast growth despite PfHsp40 toxicity; S. cerevisiae expressing PfHsp40, growth rescue, ATP luminescence; growth rescue, % at 12.5 µM; actives 0.68% (n = 340,000); AID 504582; in the data active = growth rescue above about 28%, passing the limit was not always enough; inconclusive = no clear call, values can overlap the other calls;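 also: yeast W303a lacking pdr1 and pdr3 grown in galactose medium; growth measured after three days at 30 °C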
BoNT-A LC inh2: blocks Botulinum neurotoxin A light chain protease. multiplex microsphere protease substrate cleavage, flow cytometry. inhibition, % at 10 µM. actives 0.17% (n = 360,000); also: plate controls were buffer without enzyme for full effect and enzyme alone for no effect
The depositor's hits bear a star; ? = inconclusive; / = no result given; & = joins results of further samples. Rule as the data show it, unless noted: active = inhibition above about 30%; inconclusive = no clear call, values can overlap the other calls; inactive = below that.

SMILES	GDH-TPI counter	Anthrax LF inh2	UGM FP inh	FadD28 FP inh	BioA inh	FBA Mtb inh	BoNT F protease	PfHsp40 yeast	BoNT-A LC inh2
CCC(C(=O)NCCCN1CCOCC1)n1c2ccccc2c2nc(=O)cc(C)n21 (configuration not stated)	6	0	0.9	-1.3	-1.0	5	2	-0.1	0.1
COC(=O)c1nc(-c2ccc(C)cc2)[nH]c1C(C)(C)C	/	-4	/	-3.5	4.8	-3	5	/	-0.5
C=CCCCCCCCCC(=O)Nc1c[nH]c(=O)[nH]c1=O	6	-12	0.6	2.8	-5.9	5	-2	0.0	-0.6
O=C(CSc1cccc[n+]1[O-])NN(c1ccccc1)c1ccccc1	6	-8	-1.8	-1.0	-2.5	-2	-5	-2.0	0.2
C[C@H]1CN([C@@H](C)CO)C(=O)CCCn2nncc2CO[C@H]1CN(C)C(=O)c1ccc(N2CCN(C)CC2)cc1	3	-6	/	0.4	-0.7&-1.3&0.7	2	-8	/	-0.2
c1cc(CNC23CC4CC(CC(C4)C2)C3)ccn1	4	0	-0.4	-3.1	/	3	-1	-1.6	0.4
OC(COc1cccc2ccccc12)CN1CCN(c2ccccc2Cl)CC1 (configuration not stated)	-2	5	0.9	-1.9	-2.2	3	?	-0.5	-2.5
COc1ccccc1COCC(O)CN1CCCCC1CO (configuration not stated)	0	-8	0.7	-0.9	-0.2	0	16	-1.1	-0.3
COc1ccccc1CNc1ncnc2cc(Cl)ccc12	-2	2	/	-4.2	/	-3	0	-2.1	-0.6
CCn1cc(C(=O)N2CCCC(CO)(Cc3ccccc3C)C2)cn1 (configuration not stated)	-6	-4	-0.3	-2.2	0.3	3	5	-0.3	-0.6
CCN1CCN(CC(=O)n2c3c(c4ccccc42)CC(C)CC3)CC1 (configuration not stated)	-1	-1	0.0	-2.2	1.8	1	-31	-1.9	-1.9
COc1ccc(C#Cc2c(-c3ccsc3)oc3ccc(N4CCOCC4)cc23)cc1	33*	-1	0.6	-0.8	-1.9	27	0	0.1	0.6
Cc1ccc(Cl)cc1NC(=O)C1CC(=O)N(C(C)C)C1 (configuration not stated)	1	10	1.4	-4.3	-1.5	0	?	-0.5	1.5
Cn1c(C(=O)N2CCCCCC2)cc2c(=O)n(C)c3ccccc3c21	8	-4	1.2	-2.3	1.3	0	-7	-0.8	-1.0
CCc1cc(C(=O)OC)c(NC(=O)C2CC(=O)NN2Cc2ccccc2)s1 (configuration not stated)	0	-3	-1.9	-5.5	5.5	1	-7	-1.0	-0.6
Cc1ccccc1NS(=O)(=O)c1cccc(-c2nnc(-c3ccccc3)o2)c1	4	?	3.7	0.5	-2.2	0	?	-1.3	?
O=C(Nc1cccc(F)c1)C1CCN(c2nnnn2-c2ccccc2)CC1	-1	-4	-3.7	-3.0	14	-1	3	-1.5	1.3
COc1ccc(CCN2C(=O)C3CC=C(C)CC3C2=O)cc1OC (configuration not stated)	6	-2	5.6	-1.5	-4.4	-2	9	-2.1	-0.7
Cc1ccc(C)c(Cn2c(=O)n(CCCC(=O)NCc3ccco3)c(=O)c3ccccc32)c1	9	1	-0.5	-2.0	/	2	-2	-0.3	0.0
COc1ccc2c(CC(=O)OCC(=O)N(C)c3c(N)n(Cc4ccccc4)c(=O)[nH]c3=O)coc2c1	-3	-2	/	-3.0	-1.0	7	0	0.0	-1.6
CC(CC(=O)NC1CCCCC1)S(=O)(=O)c1ccc2c(c1)CCN2C(=O)C1CC1 (configuration not stated)	4	2	-2.7	-2.8	-0.9	-2	0	-1.3	0.4
Nc1nonc1-c1nc2ccccc2n1CC(=O)N/N=C/c1ccc(-c2ccccc2C(=O)O)o1	42*	-5	-0.2	-5.2	/	2	0	0.0	-1.0
CC1(C)Cc2ccccc2-c2nc(NN)[nH]c(=O)c21	13	-23	0.5	-4.5	-1.9	13	-11	-1.3	0.5
CC(NC(=O)COc1ncnc2cc([N+](=O)[O-])ccc12)c1ccccc1 (configuration not stated)	13	2	-1.2	1.5	-0.5	-3	1	0.7	1.1
CCCn1c(=O)[nH]c(=O)c2c1nc(-c1ccccc1OC(F)F)n2CCOC	8	-1	-0.9	-1.1	0.3	14	8	-0.2	4.8
CCN1C(=O)CSC1=Nc1ccc(OC)cc1	9	2	1.3	0.1	-1.7	-1	?	3.6	6.2
Cc1ccc(-c2noc(CN3C(C)CCCC3C)n2)cc1 (configuration not stated)	4	-8	0.6	0.6	0.5	6	-1	0.1	-0.5
Cc1cnc(NC(=O)c2ccncc2)s1	9	-4	-2.2	0.3	-0.2	-1	4	0.1	-1.3
Fc1ccc(-c2nnc(-n3nnc4ccccc43)c3ccccc23)cc1	0	-15	-1.0	-2.6	/	-1	2	1.2	-0.6
CCOc1ccc2ccccc2c1/C=N/NC(=O)c1c(C)cc(C)[nH]c1=O	12	-5	-0.4	0.5	-1.7	2	-1	1.2	0.8
Cc1ccc(C(=O)NC(C)c2ccc(-n3ccnc3)cc2)cc1S(=O)(=O)N1CCOCC1 (configuration not stated)	14	-1	-2.9	-1.2	0.7	0	-9	1.7	-0.4
C=CCNC(=O)COc1ccc(S(=O)(=O)NC2CCCCC2)cc1	3	-4	-0.4	-2.5	-1.6	0	2	0.3	-0.7
CCOC(=O)C1(C)CCN1C(=O)c1ccccc1OC(F)(F)F (configuration not stated)	2	-2	/	-1.6	-0.7	-2	-3	/	-0.4
O=C(NCc1ccc(F)cc1)C1CCN(C(=O)Nc2ccc(F)cc2)CC1	5	0	0.3	/	2.9	2	6	-0.8	1.9
C=CCn1c(SCC(=O)NCC)nc2sc3c(c2c1=O)CCC3	7	-2	0.4	-3.4	/	0	-6	-0.4	-2.8
C/C(=N\NC(=S)NCCc1ccccc1)c1ccc(O)cc1O	27	-3	4.8	2.5	0.7	1	4	1.1	-1.6
O=C(Cc1ccccc1F)Nc1cc(S(=O)(=O)N2CCCCC2)ccc1N1CCOCC1	2	-5	/	-0.1	-0.5	1	3	/	0.0
O=C(CCCc1nc2ccccc2s1)NCc1ccccc1F	9	0	-0.2	-2.6	/	1	2	-0.3	-1.8
COc1ccc(S(=O)(=O)N2CCC(C(=O)NCC3CCCO3)CC2)cc1 (configuration not stated)	4	0	1.8	0.8	-2.5	5	5	-0.4	6.0
COC(=O)c1cc2ccccc2c(=O)s1	9	-2	2.5	-2.6	2.1	3	-1	-1.2	0.1
CCC1(C)Cc2c(sc3nc(SC)nc(N)c23)CO1 (configuration not stated)	-8	-8	-0.3	-0.5	-3.5	-3	3	-1.4	0.6
Cn1c(=O)oc2cc(S(=O)(=O)N3CCCC(C(=O)NCCN4CCOCC4)C3)ccc21 (configuration not stated)	2	-4	-1.8	-1.4	0.4	1	4	-0.2	-0.3
CCCc1ccc(OCC(O)CN2CCN(CCO)CC2)cc1 (configuration not stated)	2	5	0.9	-2.8	-1.5	0	-21	3.0	-0.6
Cc1cc(=O)oc2cc(OCC(=O)OCC(=O)N3CCc4ccccc43)ccc12	0	0	3.9	-4.6	/	12	-1	-0.7	0.6
Cc1csc2c(=O)n(CCO)c(=O)[nH]c12	3	/	-4.0	-4.5	-0.9	2	/	-0.1	/
COc1ccc(C(=O)CSc2nnnn2Cc2ccccc2)cc1	6	-5	-0.3	1.4	2.2	7	2	-1.7	0.3
O=c1cc(-c2ccncc2)oc2c1ccc1ccccc12	7	/	2.1	-2.1	-0.5	11	/	0.2	/
CCOC(=O)Cn1cc(/C=N/NC(=O)c2cc3ccccc3o2)c2ccccc21	23	0	0.2	-2.5	/	2	-8	-0.5	-0.7
CCCCNC(=O)CC1N=C2c3ccccc3N=C(SCC(=O)Nc3ccccc3C)N2C1=O (configuration not stated)	1	5	1.0	-2.9	1.5	7	0	0.2	0.4
COc1cccc(-c2nn(-c3ccc(F)cc3)cc2C(=O)NCC2CCCO2)c1 (configuration not stated)	-9	-3	/	-1.9	-0.3	47*	4	1.0	-5.5
CCn1nnc(NC(=O)CSc2ccc(Cl)cc2)n1	4	-1	1.1	-0.4	-2.1	0	-4	0.6	-3.0
NC(=O)c1cc(S(=O)(=O)Nc2ccc(OC(F)(F)F)cc2)cs1	4	-3	2.0	1.2	-0.4	0	0	-0.2	-2.0
CCNc1ccc(C(=O)OCC)cc1NC(=O)c1cccc(S(=O)(=O)N2CCOCC2)c1	13	-2	0.4	1.4	-1.3	2	10	-0.7	0.8
O=C(CSc1nnc(Cc2csc(Nc3cccc(Cl)c3)n2)o1)N1CCc2ccccc21	0	-8	-1.7	0.0	3.9	-1	-1	0.5	1.1
CCOc1ccc(NC(=O)CCCN2C(=S)NC(C)(C)CC2C)cc1 (configuration not stated)	12	-5	0.5	1.4	0.2	-2	-8	0.4	-0.4
CCOC(=O)c1c(CN2CCOCC2)n(-c2ccccc2)c2cc(Br)c(O)c(CN(C)C)c12	19	-2	-1.5	0.4	0.4	1	-4	1.0	-0.1
CCC(=O)N1CC2(CC(c3cccc([N+](=O)[O-])c3)=NO2)C[C@H]1C(=O)NCC(N)=O (some centres not stated)	13	-5	-2.5	-0.6	3.1	3	-2	0.5	0.2
N=C1S/C(=C\c2cccc3ccccc23)C(=O)N1c1ccc(F)cc1	11	0	-0.5	-3.6	/	-6	-9	1.3	0.0
O=C(NCC1CCCN(C(=O)Cc2ccccc2Cl)C1)c1ccc(F)cc1 (configuration not stated)	3	-4	0.7	0.8	0.2	2	4	0.3	-0.1
COc1cccc(-c2ccc(SCC(=O)N3CCN(c4ccccc4)CC3)nn2)c1	-6	-6	-2.2	-0.8	-1.8	-1	-5	5.2	0.5

For reference, two of the compounds above:
SMILES	GDH-TPI counter	Anthrax LF inh2	UGM FP inh	FadD28 FP inh	BioA inh	FBA Mtb inh	BoNT F protease	PfHsp40 yeast	BoNT-A LC inh2
O=C(NCC1CCCN(C(=O)Cc2ccccc2Cl)C1)c1ccc(F)cc1 (configuration not stated)	3	-4	0.7	0.8	0.2	2	4	0.3	-0.1
COc1cccc(-c2ccc(SCC(=O)N3CCN(c4ccccc4)CC3)nn2)c1	-6	-6	-2.2	-0.8	-1.8	-1	-5	5.2	0.5

(further entries)
SMILES	GDH-TPI counter	Anthrax LF inh2	UGM FP inh	FadD28 FP inh	BioA inh	FBA Mtb inh	BoNT F protease	PfHsp40 yeast	BoNT-A LC inh2
CC1CCN(C(=O)c2cc3ccccc3cc2O)CC1	14	2	-2.8	0.4	0.2	-2	-8	-0.8	-3.5
Cc1cc(OCC(=O)NCCN2CCOCC2)cc(C)c1Br	1	2	-1.4	-3.0	2.5	1	3	1.2	0.5
Cc1ccc(-c2csc(NC(=O)CSc3nc(C)cs3)n2)cc1	11	-2	0.1	-4.1	-1.1	-2	2	2.1	1.8
CCC(C)[C@H](NC(=O)NCc1ccccn1)C(=O)OC (some centres not stated)	5	-7	-0.3	-1.5	-0.5	5	0	-1.9	0.5
Cc1ccc(C)c(NC(=O)CSc2nnc(-c3cc(C)[nH]n3)n2N)c1	2	-3	1.5	-1.8	-0.5	-1	-10	-0.6	-1.4
CCn1cc(C(=O)Nc2ccc3c(c2)OCCO3)c2cc(OC)c(OC)cc2c1=O	4	-3	1.0	-3.7	2.1	-1	-6	-0.1	-0.7
OC(c1ccc(CN2CCCCC2)cc1)c1ncc(-c2ccccc2F)[nH]1 (configuration not stated)	-1	-3	/	-2.5	2.8	5	-8	/	-0.3
Cc1ccc(S(=O)(=O)c2cccc(S(=O)(=O)N3CCCC3)c2)cc1S(=O)(=O)N1CCCC1	5	-3	0.6	1.8	2.3	-2	2	0.3	2.1

Ordered by formula weight (smallest number first): part of the list above
SMILES	GDH-TPI counter	Anthrax LF inh2	UGM FP inh	FadD28 FP inh	BioA inh	FBA Mtb inh	BoNT F protease	PfHsp40 yeast	BoNT-A LC inh2
CC1CCN(C(=O)c2cc3ccccc3cc2O)CC1	14	2	-2.8	0.4	0.2	-2	-8	-0.8	-3.5
CCC(C)[C@H](NC(=O)NCc1ccccn1)C(=O)OC (some centres not stated)	5	-7	-0.3	-1.5	-0.5	5	0	-1.9	0.5
CCn1cc(C(=O)Nc2ccc3c(c2)OCCO3)c2cc(OC)c(OC)cc2c1=O	4	-3	1.0	-3.7	2.1	-1	-6	-0.1	-0.7
